E-selectin induc: E-selectin induction in HUVECs, primary screen, imaging, HUVEC, immunofluorescence imaging, single point; P16581; normalized: neutral wells 0, TNF-alpha wells 100; activation, % at 7.58 µM; actives 0.37% (n = 260,000); AID 686992, 2013;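 active = mean E-selectin-positive cell signal at least 10% of the positive control, reached in at least 60% of replicates, without over 20% cell loss; inconclusive = no rule given, readout overlaps actives, possibly toxicity-flagged; inactive = the rest, including those meeting only one limit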;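 note: in these data hits start at about 27%; measured in HUVEC primary endothelial cells; signal is the percent of cells scored E-selectin positive by PE staining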
Target sequence (P16581 whole entry, looked up): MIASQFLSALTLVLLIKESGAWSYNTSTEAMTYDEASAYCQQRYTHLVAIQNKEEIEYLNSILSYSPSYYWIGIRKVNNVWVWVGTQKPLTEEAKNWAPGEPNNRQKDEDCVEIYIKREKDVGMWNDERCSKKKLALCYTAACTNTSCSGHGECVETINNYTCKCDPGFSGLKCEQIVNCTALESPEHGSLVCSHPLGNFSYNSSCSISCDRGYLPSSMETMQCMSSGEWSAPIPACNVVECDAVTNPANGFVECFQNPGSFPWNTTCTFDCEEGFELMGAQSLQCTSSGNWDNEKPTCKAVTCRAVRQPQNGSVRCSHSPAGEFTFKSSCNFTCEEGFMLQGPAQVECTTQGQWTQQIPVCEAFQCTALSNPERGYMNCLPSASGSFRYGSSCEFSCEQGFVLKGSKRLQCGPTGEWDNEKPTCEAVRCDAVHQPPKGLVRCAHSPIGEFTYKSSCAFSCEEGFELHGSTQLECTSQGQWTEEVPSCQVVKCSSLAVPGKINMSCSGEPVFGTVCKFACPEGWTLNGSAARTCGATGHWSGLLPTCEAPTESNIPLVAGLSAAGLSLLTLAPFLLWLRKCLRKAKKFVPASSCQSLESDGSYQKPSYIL
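Test system: HUVEC; input: 3,000 HUVEC/well; measured by: immunofluorescence imaging; read-out: % PE-positive cells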
F508del corr: F508del CFTR correction, initial screen, CFBE line, single point. CFBE cells, YFP halide quenching; stimulated with forskolin plus potentiator P3; % fluorescence drop versus neutral controls. activity (quench increase), % at 7.58 µM. actives 0.36% (n = 350,000). AID 720511, 2013;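 active = mean added fluorescence quench of at least 8% versus neutral control, with both replicates also reaching 8%; inconclusive = only one of the mean or replicate conditions met; inactive = mean below 8% and not both replicates reaching 8%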;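 note: cells transiently co-express mutant CFTR-F508del with the halide-sensitive YFP; corrector assay measuring rescue of mutant channel to the surface after 24 h compound exposure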
RAD52 anneal inh: RAD52 DNA annealing inhibitors, primary screen, biochemical, FRET, single point, set 2. DNA repair protein RAD52 homolog (Homo sapiens), P43351. recombinant RAD52 DNA annealing, FRET fluorescence. inhibition, % at 18.7 µM. actives 0.46% (n = 360,000). AID 651710, 2012;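 active = every replicate showing at least 50% inhibition; inconclusive = mean inhibition at least 50% but not in every replicate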
Target sequence (P43351 whole entry, looked up): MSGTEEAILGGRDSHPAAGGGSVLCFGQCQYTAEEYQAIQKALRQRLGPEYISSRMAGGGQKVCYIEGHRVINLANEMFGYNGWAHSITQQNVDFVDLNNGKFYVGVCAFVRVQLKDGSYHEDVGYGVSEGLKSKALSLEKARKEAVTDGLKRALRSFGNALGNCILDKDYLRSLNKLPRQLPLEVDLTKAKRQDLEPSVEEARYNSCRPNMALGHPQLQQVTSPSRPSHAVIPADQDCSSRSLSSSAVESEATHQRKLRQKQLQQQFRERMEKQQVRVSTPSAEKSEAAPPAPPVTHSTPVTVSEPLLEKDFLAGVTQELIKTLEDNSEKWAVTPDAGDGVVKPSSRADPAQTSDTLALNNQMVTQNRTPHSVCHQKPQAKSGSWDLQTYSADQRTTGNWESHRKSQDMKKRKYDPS
RAD54 inh: inhibitors of human RAD54 branch migration, primary screen, biochemical, fluorescence, single point | inhibition, % at 10.4 µM | DNA repair and recombination protein RAD54-like (Homo sapiens), Q92698 | actives 0.14% (n = 360,000) | RAD54 Holliday junction branch migration, FAM/BHQ fluorescence;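 active = mean normalized replicate activity at least 40 and at least half of replicates scoring 40 or more; inconclusive = only one of the two criteria met; inactive = mean below 40 and under half of replicates reaching 40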;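 note: 0% = median of neutral control wells and 100% = median of positive control wells; inhibitors cause a drop in the FAM fluorescence signal; in these data hits start at about 50%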
CASP6 VEID inh: human caspase-6 inhibitors, primary screen, biochemical, VEID-R110 fluorescence, single point, set 2; P55212; purified caspase-6, Z-VEID-R110 cleavage fluorescence; inhibition, % at 12.5 µM; actives 0.53% (n = 350,000);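 active = mean inhibition across replicates at least about 35%, with every replicate also reaching that limit, limit read from the data; inconclusive = only one of the two criteria met; inactive = neither criterion met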;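 note: 0% = median of neutral control wells and 100% = no fluorescence left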
INS-1E GSIS act: GLuc luminescence reporter in INS-1E cells, primary screen for activators of glucose-dependent secretion of insulin | INS-1E GLuc reporter insulin secretion, 2-3 h | actives 0.61% (n = 370,000) | activation, % at 16.6 µM;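 active = lowest replicate activation of at least 40%, so every replicate reaches that level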;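 note: 0% = median of neutral control wells and 100% = median of IBMX positive control wells; some compounds called inactive have numbers as strong as hits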
DENV2 CPE: inhibitors of DENV2 cytopathic effect, primary screen, cell-based, plate reader, single concentration | DENV2-infected cells, cytopathic effect rescue | CPE inhibition, % at 9.99 µM | actives 1.7% (n = 350,000); in the data active = CPE inhibition above about 20%, passing the limit was not always enough; inconclusive = no clear call, values can overlap the other calls; tested in BHK-21 cells;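 note: 0% = median of neutral control wells and 100% = median of positive control wells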
XiGFP reactiv: activators of inactive X chromosome reactivation, primary screen, imaging, XiGFP fibroblasts, GFP high-content imaging, set 2; activation, % at 7.58 µM; XiGFP mouse fibroblasts, % GFP-positive cells imaging, 3 d; cells co-treated with 5-aza-dC sensitizer; scaled so ellipticine positive control = 100%; actives 0.055% (n = 360,000);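 active = mean normalized replicate activation at least 10% and every replicate at or above 10%; inconclusive = only one of the two criteria met; inactive = mean below 10% and not all replicates reach 10%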;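 note: 0% = median of on-plate neutral control wells and 100% = ellipticine 6 µM median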
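Material: XiGFP fibroblasts, SV40-immortalized; Buffer or medium: DMEM containing 5-aza-dC; Compound dosing: single point; Times: 3 days compound exposure.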
* marks the source's active call; other numbers are inactive results; i = inactive; ? = inconclusive; nt = not tested or not shown. The order is random. About 3.7% of those tested had a hit in this group.

SMILES	E-selectin induc	F508del corr	RAD52 anneal inh	RAD54 inh	CASP6 VEID inh	INS-1E GSIS act	DENV2 CPE	XiGFP reactiv
CCS(=O)(=O)c1ncc(Cl)c(C(=O)Nc2ccc(S(=O)(=O)N3CCCC(C)C3)cc2)n1 (stereo not drawn)	0.3	-3.8	-82	-4	6	12	17	-0.1
Cc1cn(S(=O)(=O)c2ccccc2[N+](=O)[O-])cn1	-0.8	-0.4	-4	nt	-3	7	5	0.0
CN1CCN(c2nc3c(c(=O)[nH]c(=O)n3C)n2Cc2ccc([N+](=O)[O-])cc2)CC1	nt	3.0	-9	0	-4	6	1	0.3
O=[N+]([O-])c1ccc(N2CCN(S(=O)(=O)c3ccc(Cl)cc3)CC2)cc1NCc1cccnc1	nt	nt	-4	-2	-1	-6	nt	nt
CC(=O)c1cccc(-c2ccnc3c2CC(C(=O)Nc2ccc4c(c2)OCO4)O3)c1 (stereo not drawn)	0.5	1.4	-12	-1	4	nt	10	0.4
CS(=O)(=O)Nc1ccc2c(c1)[C@H]1C[C@H](CC(=O)NCc3ccccn3)O[C@@H](CO)[C@H]1O2	0.0	1.4	-7	3	0	6	-3	0.0
C[C@@H]1CN([C@@H](C)CO)S(=O)(=O)c2ccc(-c3ccc(C(=O)N(C)C)cc3)cc2O[C@H]1CN(C)C(=O)C1CCC1	-0.2	-0.1	8	3	1	-16	4	-0.9
COc1cc(/C=C2\CC/C(=C\c3ccc(OCCO)c(OC)c3)C2=O)ccc1OCCO	-0.1	1.9	-157	nt	1	8	nt	-0.1
COC(=O)c1cc2c(C)nn(C)c2s1	0.1	-0.3	-11	nt	0	1	7	0.2
Cc1c(C)c2c(OCC(=O)Nc3cccnc3)cc3c(c2oc1=O)CCC(C)(C)O3	nt	-2.3	-13	nt	-4	1	8	nt
CC(=O)Nc1ccc(NC(=O)c2ccc(NS(=O)(=O)c3cc(C(C)(C)C)cc(C)c3C)cc2)cc1	nt	-2.9	-7	5	0	-3	14	-0.1
CCOC(=O)[C@]12CCC=C1N(Cc1ccc(Cl)cc1Cl)C(=O)[C@H](CC(=O)NCCC(C)C)C2	nt	-0.3	-11	nt	0	-21	-4	0.1
CC(O)CNc1nc(Cl)c(C#N)s1 (stereo not drawn)	nt	0.4	2	nt	-1	0	-2	0.0
C/C=C/c1ccc([C@H]2[C@@H](CO)N(CC3CCCC3)[C@@H]2CNC(=O)NC(C)C)cc1	-0.2	0.3	14	nt	-3	-13	-8	0.0
Cc1nc2ccc(OC(=O)c3ccccc3)cc2s1	0.7	-4.0	-6	5	3	-15	-4	0.4
CCN1CCN(S(=O)(=O)c2ccc(Cl)c(C(=O)NC3CCCC3)c2)CC1	1.1	-0.5	-6	2	-3	3	8	0.1
CC(C)(C)OC(=O)N1CCC[C@@H]1C(=O)N1CCC[C@@H]1C(=O)NCc1ccccc1	-0.1	1.7	-13	nt	-1	6	-8	-0.1
O=C(Cc1ccc(Cl)cc1)Nc1cccc2ncccc12	-2.3	-2.9	-21	nt	-1	-1	-3	0.3
CN1CCCCN2[C@H](CO)[C@@H](c3ccc(-c4cccnc4)cc3)[C@H]2C1	0.4	0.4	22	-1	1	2	18	0.1
CCOc1ccccc1NC(=O)C(OC(=O)c1ccc(O)cc1)c1ccccc1 (stereo not drawn)	nt	nt	-51	-4	-1	6	-1	0.1
CNc1nnc(-c2ccc(C)cc2)c2ccccc12	nt	-2.3	-6	nt	-1	22	7	0.1
CC(=O)c1ccc(NC(=O)CCC(=O)N2CC(C)Oc3ccc(C)cc32)cc1 (stereo not drawn)	nt	0.9	-25	-12	2	-12	-3	0.1
CN(C)CC(=O)N1CCCCN2[C@H](CO)[C@H](c3ccc(/C=C/c4ccccc4)cc3)[C@H]2C1	-0.4	-12	62*	38	4	21	-24	0.4
CCCC(=O)N(CC(=O)Nc1sc(C)c(C)c1C(N)=O)Cc1ccccc1	nt	0.3	0	nt	-5	2	nt	0.0
CCN(CC)c1ccc(/C=N/N2CCN(c3ccccn3)CC2)cc1	0.7	1.1	-9	nt	0	18	?	-0.1
CCCC(=O)Nc1c(-c2ccc(C)cc2)c(=O)c2ccccc2n1C	0.3	-1.3	-3	4	1	-13	-5	-0.1
C=CCn1c(SCC(=O)NCC2CCCO2)nc2sc(C)c(C)c2c1=O (stereo not drawn)	-3.9	-1.4	-10	7	-1	7	2	0.2
COc1ccc(NC(=O)N2CCCCN3[C@H](CO)[C@@H](c4ccc(C5=CCCCC5)cc4)[C@H]3C2)cc1	-0.5	0.0	49	5	-1	-15	-24	0.2
CCN(CC)c1ccc(/C=C2/C(=O)c3ccc(C(=O)O)cc3C2=O)cc1	0.4	nt	i	nt	15	-89	-8	0.1
C[C@@H]1CN([C@H](C)CO)C(=O)c2cc(NC(=O)Cc3cn(C)c4ccccc34)ccc2O[C@H]1CN(C)C(=O)Nc1ccc(F)cc1	-14	3.8	-11	-2	-2	-4	-2	-0.9
COc1nc(Nc2ccc3c(c2)OCO3)nc(OC)n1	0.3	-1.2	-2	5	-1	14	-7	0.0
Cc1oc(-c2cccc(F)c2)nc1CN(Cc1ccccc1)C[C@@H]1CCC(=O)N1	nt	nt	-4	nt	1	-8	1	0.2
COCC(=O)N[C@H]1C=C[C@H](CC(=O)NCc2ccccc2OC)O[C@@H]1CO	-0.5	-0.3	6	-9	2	-14	-2	0.8
CCOc1ccc(CCNC(=O)COC(=O)c2ccc[nH]c2=O)cc1OCC	-0.5	1.8	-11	1	0	12	-2	0.0
NNC(=O)c1cccc(COCC(F)(F)C(F)F)c1	3.8	0.6	-9	nt	-1	-23	-2	0.0
Cn1cnc(S(=O)(=O)N[C@@H]2CC[C@H](CC(=O)N3CCN(c4ccccc4)CC3)O[C@@H]2CO)c1	-0.4	-1.1	-6	-2	-1	3	5	-0.4
O=C(c1ccccc1)N1CC2(C1)[C@@H](c1ccccc1)[C@@H](CO)N2Cc1ccccn1	-0.1	-0.2	-7	nt	0	6	21*	0.2
NNC(=O)CN1CCN(c2ncc(C(F)(F)F)cc2Cl)CC1	nt	1.7	-17	nt	-4	-9	-4	0.0
NC(=O)c1ccccc1Nc1nc(NCCO)nc(N2CCCC2)n1	0.2	-0.4	-10	9	-1	4	3	0.0
COc1ccccc1Sc1nc(-c2ccccn2)ncc1OC	nt	0.7	-9	nt	2	-12	-5	0.1

Exported as a markdown table: entries from further up
| Structure | E-selectin induc | F508del corr | RAD52 anneal inh | RAD54 inh | CASP6 VEID inh | INS-1E GSIS act | DENV2 CPE | XiGFP reactiv |
| --- | --- | --- | --- | --- | --- | --- | --- | --- |
| COCC(=O)N[C@H]1C=C[C@H](CC(=O)NCc2ccccc2OC)O[C@@H]1CO | -0.5 | -0.3 | 6 | -9 | 2 | -14 | -2 | 0.8 |
| CCOc1ccc(CCNC(=O)COC(=O)c2ccc[nH]c2=O)cc1OCC | -0.5 | 1.8 | -11 | 1 | 0 | 12 | -2 | 0.0 |

Further compounds follow:
SMILES	E-selectin induc	F508del corr	RAD52 anneal inh	RAD54 inh	CASP6 VEID inh	INS-1E GSIS act	DENV2 CPE	XiGFP reactiv
O=C(Nc1ccc(F)c(F)c1)c1cc(S(=O)(=O)N2CCN(c3ccccn3)CC2)ccc1F	nt	nt	-26	0	0	-19	nt	nt
CC1=Nc2ccccc2N=C(NC(=O)c2ccccc2)C1c1ccc(Cl)cc1 (stereo not drawn)	nt	1.1	-3	10	-1	31	7	0.0
CCCCCCCCCCCC(=O)c1c(O)cccc1O	nt	0.6	-10	-11	6	nt	-2	nt
CS(=O)(=O)c1ccc(C(=O)OCC(=O)N2CCN(CCC3CCCCC3)CC2)cc1[N+](=O)[O-]	1.1	1.9	-8	-4	-3	1	?	-0.1
COc1ccc2cc(-c3[nH]ncc3CNCCn3nc(C)cc3C)ccc2c1	nt	-0.5	-19	nt	-2	4	22*	0.0
CN1CCN(C2Cc3ccccc3Sc3cc(C(F)(F)F)ccc32)CC1 (stereo not drawn)	-0.1	-1.0	36	nt	1	402*	-14	0.2
O=C(COC(=O)CCNS(=O)(=O)c1cccs1)Nc1cc(C(F)(F)F)ccc1Cl	0.5	-1.7	-10	-18	5	1	2	0.0
COC(=O)C[C@H]1CC[C@@H]2[C@@H](COc3ccc(NC(=O)c4ccccc4)cc3C(=O)N2C)O1	0.0	-0.7	nt	3	nt	-2	nt	0.2
CNC(=O)C[C@H]1CC[C@H]2[C@@H](COC[C@@H](O)CN2C(=O)c2ccccn2)O1	0.0	4.8	18	4	-4	3	4	-0.1
Cc1ccc2c(c1)NC(=O)[C@@]1(C)[C@@H](c3ccccc3)[C@H]3COc4ccccc4[C@@H]3N1C2=O	1.2	2.9	-5	0	-2	-11	0	0.4
O=C(C[C@H]1CC[C@H](NC(=O)C2CCOCC2)[C@H](CO)O1)Nc1nccs1	-0.2	-1.5	-3	-10	2	-1	-3	-0.1
C/C=C1\NC(=O)[C@H](C)NC(=O)[C@@H](NC(=O)[C@@H](Cc2ccc(O)cc2)NC(=O)[C@@H](NC(=O)/C(C)=C/C)C(C)C)[C@@H](C)OC(=O)[C@H](CCCCc2ccc(O)cc2)NC(=O)[C@@H](CCC(=O)OC)NC1=O	0.0	0.6	11	-10	18	nt	-6	0.2
O=C(O)c1ccc2c(c1)OCCOCCOCCOCCOCCO2	nt	-3.5	1	-12	-3	-7	-3	0.0
CCN(CC)CCN(C)c1ccc(N2C(=O)C3CC=CCC3C2=O)cc1[N+](=O)[O-] (stereo not drawn)	nt	-1.9	-12	-10	0	16	8	0.0
CC(OC(=O)Cc1c(F)cccc1Cl)C(=O)NC1(C#N)CCCCC1 (stereo not drawn)	0.8	-3.2	-7	-5	-4	-1	nt	0.3
O=C(NC1CCCC1)[C@H]1[C@H](CO)[C@H]2Cn3c(cccc3=O)[C@@H]1N2Cc1cc(F)ccc1F	-0.2	-0.6	1	-4	-5	5	6	0.2

Shown as a markdown table: 4 of the compounds above
| Structure | E-selectin induc | F508del corr | RAD52 anneal inh | RAD54 inh | CASP6 VEID inh | INS-1E GSIS act | DENV2 CPE | XiGFP reactiv |
| --- | --- | --- | --- | --- | --- | --- | --- | --- |
| C/C=C1\NC(=O)[C@H](C)NC(=O)[C@@H](NC(=O)[C@@H](Cc2ccc(O)cc2)NC(=O)[C@@H](NC(=O)/C(C)=C/C)C(C)C)[C@@H](C)OC(=O)[C@H](CCCCc2ccc(O)cc2)NC(=O)[C@@H](CCC(=O)OC)NC1=O | 0.0 | 0.6 | 11 | -10 | 18 | nt | -6 | 0.2 |
| COCC(=O)N[C@H]1C=C[C@H](CC(=O)NCc2ccccc2OC)O[C@@H]1CO | -0.5 | -0.3 | 6 | -9 | 2 | -14 | -2 | 0.8 |
| Cc1nc2ccc(OC(=O)c3ccccc3)cc2s1 | 0.7 | -4.0 | -6 | 5 | 3 | -15 | -4 | 0.4 |
| COc1ccc2cc(-c3[nH]ncc3CNCCn3nc(C)cc3C)ccc2c1 | nt | -0.5 | -19 | nt | -2 | 4 | 22* | 0.0 |
